IkB signaling: IkB pathway inhibition in ABC-DLBCL cells. ABC-DLBCL IkBa-CBG/CBR dual luciferase ratio, 4 h; response scale: scaled: untreated 0%, proteasome inhibitor 100%. Potency, µM (highest dose often 57.1 µM), inactives show top-dose IkBa stabilization activation. 110,000 tested, 0.04% active; active = well fitted curve in the direction sought with a large enough effect in the signal ratio, not every such curve was filed as active; inconclusive = small, poorly fitted or top-dose-only effect, or a change in a side signal; the % refers to the signal ratio;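 also: the direction sought is a rising ratio; 0% = basal untreated cells and 100% = reference inhibitor full response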
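Curves were fitted separately to fusion (green), unfused (red) and ratio luminescence, then classed by r2, magnitude and activity. Cells: OCI-Ly3, 4 h compound plus doxycycline at 37C; 10 uM MG-132 defined full response.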
Peg3 imprint: inducers of genomic imprint erasure in mouse ES cells | Potency, µM (top dose mostly 60.7 µM), without a hit: top-dose activity change, positive = activation, actives largely listed as activators | 110,000 tested, 0.02% active | mouse ES Peg3-LacZ reporter, beta-gal luminescence, 40 h;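 also: 0% = negative control wells on the plate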
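Imprint erasure is scored as LacZ activity from the silenced maternal Peg3 allele in feeder-free female ES cells cultured 40 h with LIF. Luminescence is normalized to in-plate negative controls and fitted to the Hill equation.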
p53ts 32C kill: p53ts cell cytotoxicity, permissive temperature. H1299-p53A138V at 32C, ATP luminescence viability, 24 h. Potency, µM (titrated, usually from 46.1 µM), inactives show at the highest dose activity change, negative = cytotoxicity, usual class: cytotoxic. 130,000 tested, 0.93% active;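 also: 0% = DMSO and -100% = full killing by reference compound; nearly all actives have a fitted effect of over 55% in size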
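Cells: H1299 p53ts (A138V), 600/well, pre-incubated 16–30 h at 37C. Cpd up to 46 uM, 24 h, 32C. Readout: ATPlite luminescence, 20 min RT. Normalization: DMSO vs tamoxifen 100 uM. AC50 by Hill equation.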
p53ts 39C kill: cytotoxicity in p53ts cells at nonpermissive temperature. H1299-p53A138V viability at 39C, ATP luminescence, 24 h. 130,000 tested, 1.5% active. Potency, µM (highest dose often 46.1 µM), for the others: top-dose activity change, negative = cell killing, most hits filed as cytotoxic; also: nearly all actives have a fitted effect of over 55% in size
* hit, by the source's call; ? = inconclusive; nt = no result given; [ ] = another dose, or the depositor's remark. Unless noted, calls follow the shape of the dose curve; as a rule, active = well fitted curve in the direction sought with a large enough effect; inconclusive = small, poorly fitted or top-dose-only effect, or another doubt; inactive = no such curve, though single readings can be large; an effect the other way counts as inactive or inconclusive. Unless noted, % is scaled to controls: 0 for no effect and ±100 for the full control effect; potency is read from the fitted curve at half-maximal effect.

Assay codes – A = IkB signaling; B = Peg3 imprint; C = p53ts 32C kill; D = p53ts 39C kill
CC(=O)Nc1c(C)nn(-c2ccccc2)c1N1CCC(C(=O)Nc2ccccc2C(F)(F)F)CC1
  A = -0.8%; B = 16%[10.9 µM]; C = 5%; D = -10%

COc1ccc(CN2C(=O)Cc3c2nc(N)c2c(N)nc(N4CCCCC4)c(C#N)c32)cc1
  A = nt; B = nt; C = 28%; D = 4%

C=C(C)c1cccc(C(C)(C)NC(=O)N2CCN(CC)CC2)c1
  A = 0.1%; B = -12%; C = -1%; D = 1%

COc1ccc(NC(=O)CN2CCN(CC(=O)Nc3ccc(OC)c(OC)c3)CC2)cc1
  A = -0.2%; B = -11%; C = 3%; D = 4%

COc1cccc(-c2nc(SCc3cc(=O)c4cc(Cl)ccc4[nH]3)n[nH]2)c1
  A = ?; B = -3%[10.9 µM]; C = 4%; D = 2%

COc1cc(OC)cc(C(=O)N2CCN(C(=O)c3ccc(OC)c(OC)c3)CC2)c1
  A = -0.7%; B = -13%; C = 10%; D = -2%

O=C(CN1CCN(CCC(=O)Nc2ccccc2F)CC1)Nc1ccc(F)cc1
  A = -1.5%; B = -10%; C = -2%; D = 0%

O=C(c1nc2nc(-c3ccc(Cl)cc3)cc(C(F)(F)F)n2n1)N1CCOCC1
  A = -1.8%; B = -6%; C = 5%; D = -12%

Cc1ccc2cccc(NC(=O)c3ccc(-c4ccc(Cl)cc4Cl)o3)c2n1
  A = -0.3%; B = 10%[10.9 µM]; C = 0%; D = 13%

O=C(CCc1ccccc1)Nc1ccc(NC(=O)c2ccco2)cc1
  A = -1.4%; B = -7%; C = 3%; D = -8%

COc1ccc(NC(=S)Nc2ccc(OCc3ccccc3)cc2)cc1OC
  A = nt; B = nt; C = -17%; D = -15%

Cc1ccccc1N1C(=O)CC(N(O)c2ccccc2)C1=O (configuration not stated)
  A = 0.0%; B = -5%; C = -8%; D = 4%

CCN1CCCC1CNC(=O)CCc1nc(-c2ccc(C)cc2)no1 (configuration not stated)
  A = -1.7%; B = -26%; C = 0%; D = -7%

COc1ccc(NC(=O)CSc2nc(O)cc(=O)n2-c2ccccc2OC)cc1
  A = 6.4%; B = 9%; C = 2%; D = 10%

N[C@H](Cc1cnc[nH]1)C(=O)O
  A = nt; B = -2%; C = 0%; D = -9%

CN1CCN(c2ncc3nc(-c4cccs4)c(=O)n(-c4ccccc4)c3n2)CC1
  A = 1.2%[11.4 µM]; B = -1%; C = -3%; D = 0%

CCc1ccc2[nH]c(=O)c(CN(CCO)C(=O)NCc3ccccc3)cc2c1
  A = 1.8%; B = -2%; C = 9%; D = 8%

COc1ccc(OC)c(S(=O)(=O)N2Cc3ccccc3CC2C(=O)Nc2nccs2)c1 (configuration not stated)
  A = ?; B = -6%; C = -7%; D = -27%

O=C(COC(=O)CCNS(=O)(=O)c1ccc(Cl)cc1)NCc1ccco1
  A = 0.5%; B = -6%; C = -1%; D = -3%

COc1cccc2c1cc1c(=O)n(CC(=O)N3CCN(c4cccc(C)c4C)CC3)nc(C)n12
  A = -1.2%; B = 0%[10.9 µM]; C = -1%; D = 1%

O=C(CC1Sc2ccccc2NC1=O)Nc1cccc(C(F)(F)F)c1 (configuration not stated)
  A = -3.0%; B = 12%[10.9 µM]; C = -7%; D = -13%

COc1ccc2c(C(=O)CN3CCN(CCO)CC3)c[nH]c2c1
  A = 0.3%; B = 9%; C = 2%; D = -1%

c1ccc(CN2CCN(c3ncccn3)CC2)nc1
  A = 0.7%; B = 0%; C = 0%; D = 0%

Cc1ccc(-c2nn3c(C)nnc3c3ccccc23)cc1S(=O)(=O)NC(C)(C)CO
  A = ?; B = -18%[10.9 µM]; C = -1%; D = 5%

Cc1cc(=O)oc2cc(OC(C)C)ccc12
  A = -3.6%; B = -11%; C = 18%; D = 4%

O=C(Oc1ccccc1F)c1nc(SCc2ccc(F)cc2)ncc1Cl
  A = ?; B = -24%[10.9 µM]; C = -1%; D = -1%

COc1ccc(-c2c(C)c3ccc(O)c(CN4CCN(C)CC4)c3oc2=O)cc1OC
  A = -0.6%; B = -18%[10.9 µM]; C = 2%; D = -11%

O=c1c(O)c(-c2ccccc2)oc2cccc(O)c12
  A = nt; B = ?; C = ?; D = ?

COC(=O)[C@@H](NC(=O)NC(C)CCc1ccccc1)C(C)C (some centres not stated)
  A = -0.4%; B = -6%; C = 0%; D = 4%

CCN(CC(=O)N1CCN(C)CC1)S(=O)(=O)c1ccc(Cl)cc1
  A = -0.7%; B = -5%; C = 3%; D = 9%

CCOc1ccc(N2C(=O)CC(N)C2=O)cc1 (configuration not stated)
  A = nt; B = nt; C = ?; D = 1%

CCc1nc2ccccc2n1CCCCOc1ccccc1C
  A = ?; B = -8%[10.9 µM]; C = -11%; D = -8%

O=c1c2[nH]c3ccccc3c2ncn1CCN1CCOCC1
  A = 0.8%; B = -7%; C = -7%; D = 3%

CCCN=C(N)/C(C(=O)OCC)=C(\O)c1ccc(OC)cc1
  A = -0.1%; B = -5%; C = 1%; D = 8%

COc1cccc(C(=O)NC2CC3CCCC(C2)N3CC(=O)Nc2ccccc2)c1 (configuration not stated)
  A = ?; B = -14%; C = -1%; D = -5%

C=CC(C1=CC(=O)C=CC1=O)c1ccccc1 (configuration not stated)
  A = nt; B = 2%; C = 2%; D = -2%

COc1ccc(OC)c(C2=NOC(C(=O)NCc3ccccn3)C2)c1 (configuration not stated)
  A = -0.4%; B = -10%; C = -1%; D = 10%

O=C(CSc1nnc2ccccn12)NCc1cccs1
  A = -0.1%; B = 3%; C = 4%; D = -13%

Cc1cccc(CNC(=O)CCn2c(=O)c3cccn3c3ccc(F)cc32)c1
  A = 4.8%; B = ?; C = 9%; D = -14%

CCOC(=O)c1c(NC(=O)COC)sc(C)c1C
  A = nt; B = nt; C = 0%; D = 8%

COc1cc(/C=N/NC(=O)c2ccoc2C)ccc1O
  A = nt; B = nt; C = 14%; D = 14%

CCOc1ccc(N=C(NC#N)SC)cc1
  A = -3.0%; B = -12%; C = -3%; D = -2%

CC12CN3CC(C)(CN(C1)C3c1ccc(Cl)cc1Cl)C2=O (configuration not stated)
  A = -2.4%; B = -1%; C = -9%; D = -4%

COCCn1c(=O)c(CCc2ccccc2)nc2cncnc21
  A = -5.5%[11.4 µM]; B = 12%; C = 2%; D = 2%

COc1ccc(S(=O)(=O)N2CCN(Cc3nc4ccc(C)cc4o3)CC2)cc1
  A = -1.7%; B = -9%[10.9 µM]; C = -5%; D = -1%

Cc1cccc(CC(=O)Nc2c(C(=O)Nc3cccc(F)c3)oc3ccccc23)c1
  A = 1.0%; B = -15%[10.9 µM]; C = -2%; D = -25%

COc1ccc(C)cc1NC(=O)c1ccoc1C
  A = 5.6%; B = 0%; C = -4%; D = 3%

COC(=O)COc1ccc2oc(-c3ccc(OC)cc3)cc(=O)c2c1
  A = 2.9%; B = -9%[10.9 µM]; C = -7%; D = -7%

O=C(CN1C2=NCCN2c2ccccc21)c1ccc2c(c1)OCO2
  A = 1.1%; B = -6%; C = -4%; D = -16%

O=C(c1cc2nc(-c3ccc(F)cc3)cc(C(F)(F)F)n2n1)N1CCCC1
  A = 0.6%; B = -4%; C = 12%; D = -4%

3 compounds out of the list above, ordered by their value in IkB signaling, high to low:
| SMILES | IkB signaling |
| --- | --- |
| COc1ccc2c(C(=O)CN3CCN(CCO)CC3)c[nH]c2c1 | 0.3% |
| COc1ccc(S(=O)(=O)N2CCN(Cc3nc4ccc(C)cc4o3)CC2)cc1 | -1.7% |
| Cc1cc(=O)oc2cc(OC(C)C)ccc12 | -3.6% |

Remaining list, next part:
Assay codes – A = IkB signaling; B = Peg3 imprint; C = p53ts 32C kill; D = p53ts 39C kill
C=CCO/N=C(\C)c1c(O)c(C)c(-c2ccccc2)n(-c2ccccc2)c1=O
  A = nt; B = nt; C = -13%; D = -3%

Cc1ccc2c(c1)NC(=O)C(N1CCOCC1)(C(F)(F)F)O2 (configuration not stated)
  A = 0.0%; B = 16%; C = -6%; D = 12%

COc1ccc(CCNC(=O)CCSc2nc(-c3ccco3)cc(C(F)(F)F)n2)cc1OC
  A = ?; B = -21%; C = 15%; D = 32%[activator]

CCc1cccc(NC(=O)CN2C(=O)NC3(CCCCCCC3)C2=O)c1
  A = 0.9%; B = -11%; C = -13%; D = -26%

O=C(O)C1CC(=O)N(c2ccc(OCc3ccccc3Cl)cc2)C1 (configuration not stated)
  A = ?; B = -10%; C = -6%; D = -23%

CCn1c(COc2ccccc2)nnc1SCC(=O)C(C)(C)C
  A = 1.1%; B = -16%; C = 2%; D = 0%

COCCn1c(=O)c(-c2cccc(C#N)c2)nc2cnc(N3CCNCC3)nc21
  A = -3.5%[11.4 µM]; B = nt; C = -6%; D = -20%

COc1ccc(S(=O)(=O)NCCc2cn3ccsc3n2)cc1
  A = -1.1%; B = -6%[10.9 µM]; C = 12%; D = -15%

O=C(Nc1cccc(Cl)c1Cl)c1cc(S(=O)(=O)N2CCCCC2)ccc1F
  A = 3.1%; B = -14%[10.9 µM]; C = -6%; D = -15%

Fc1ccc(-c2nnc(CSc3nnc(-c4ccc5c(c4)OCO5)o3)o2)cc1
  A = -0.1%; B = -1%; C = -13%; D = -7%

CCCc1[nH]nc2c1C(c1ccc(OCCN3CCOCC3)c(OCC)c1)C(C#N)=C(N)O2 (configuration not stated)
  A = 4.6%; B = -13%; C = 3%; D = -16%

O=C(Cn1c(=O)n(Cc2ccc3c(c2)OCO3)c(=O)c2ccccc21)Nc1cccc(Cl)c1
  A = ?; B = ?; C = -11%; D = 0%

CCc1ccc(NCc2cc3cc4c(cc3n(CC(=O)Nc3ccc(F)cc3)c2=O)OCCO4)cc1
  A = 1.3%; B = -7%[10.9 µM]; C = 2%; D = -14%

Cc1c(C(=O)NCc2ccc(Cl)cc2)oc2ccc3c(c12)C(=O)CC(C)(C)O3
  A = -3.4%; B = -12%[10.9 µM]; C = -4%; D = -19%

CCCCc1cc(=O)oc2cc(C)c3c(C(C)(C)C)coc3c12
  A = -1.2%; B = -6%[10.9 µM]; C = 4%; D = 17%

COc1ccccc1N1CCN(c2ncnc3c2cnn3-c2cc(Cl)ccc2C)CC1
  A = ?; B = -13%[10.9 µM]; C = ?; D = 13µM*

Cc1ccc2c(=O)cc(C(=O)Nc3ccc(S(=O)(=O)N4CCC(C)CC4)cc3)oc2c1C
  A = 0.2%; B = -8%[10.9 µM]; C = 26%; D = 1%

COc1ccc(CCNC(=O)CCc2c(C)nc3c(c(C)nn3-c3ccc(C)cc3)c2C)c(OC)c1
  A = ?; B = 22%[10.9 µM]; C = 8%; D = -16%

Some values from above.
`Fc1ccc(-c2nnc(CSc3nnc(-c4ccc5c(c4)OCO5)o3)o2)cc1` – p53ts 32C kill = -13%
`CCCCc1cc(=O)oc2cc(C)c3c(C(C)(C)C)coc3c12` – p53ts 39C kill = 17%

Ordered by formula weight (low to high): part of the list above.
Assay codes – A = IkB signaling; B = Peg3 imprint; C = p53ts 32C kill; D = p53ts 39C kill
Cc1c(C(=O)NCc2ccc(Cl)cc2)oc2ccc3c(c12)C(=O)CC(C)(C)O3
  A = -3.4%; B = -12%[10.9 µM]; C = -4%; D = -19%

O=C(Nc1cccc(Cl)c1Cl)c1cc(S(=O)(=O)N2CCCCC2)ccc1F
  A = 3.1%; B = -14%[10.9 µM]; C = -6%; D = -15%

CCc1ccc(NCc2cc3cc4c(cc3n(CC(=O)Nc3ccc(F)cc3)c2=O)OCCO4)cc1
  A = 1.3%; B = -7%[10.9 µM]; C = 2%; D = -14%

Bioassay records (PubChem)
